Assay outcomes as filed in PubChem.
Lipid droplet = inhibitors of hepatocyte lipid droplet formation, primary screen, imaging, high-throughput imaging, BODIPY stain. AML12 mouse hepatocytes, oleate lipid droplets. inhibition, % at 6.5 µM. hit rate 0.4% among 240,000;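 active = lipid droplet intensity inhibited by at least 50%, with more than 500 cells counted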
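System: AML12 hepatocytes (mouse). Probe or stimulus: oleic acid at 100 µM to induce lipid droplet formation. Times: overnight treatment with compound plus oleate. Detection: Image-based BODIPY and DAPI two-channel analysis. Evaluation: percent inhibition of filter-corrected integrated lipid droplet intensity per well.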
Ins promoter up = insulin promoter activators in MIN6 cells, imaging, high-content screening, mouse beta cells. MIN6 insulin promoter-GFP reporter; active compounds read high. z-score at 5 µM. hit rate 0.3% among 190,000. AID 1625, 2009;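 active = z-score above 3 at 5 µM with at least 500 cells counted in the well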
MT stabilizer = microtubule stabilizers in HeLa cells, primary screen, imaging, high-content imaging; HeLa tubulin immunostaining HCS, 24 h; share of cells brighter than vehicle mean+2SD; % tubulin-high responders, % at 10 µM; hit rate 0.83% among 200,000;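 active = plate Z-score above 3 for both tubulin-high and condensed-nucleus cell shares, with cell loss under 80%, at 10 µM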;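 note: anti alpha tubulin signal scored within the nucleus-defined area of each cell; some results filed as inactive read as strong as hits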
PMI inhibitors = inhibitors of human PMI, primary screen, biochemical, fluorescence intensity, coupled assay (AID 1209); Mannose-6-phosphate isomerase (Homo sapiens); purified PMI enzyme, coupled fluorescence intensity; higher % means a stronger effect; inhibition, % at 20 µM, or IC50 in µM where a hit was titrated; hit rate 0.42% among 190,000;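 note: plate controls were DMSO vehicle for no effect and wells lacking substrate for full effect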
Autophagy HCS = autophagy modulators in MEF cells, primary screen, imaging, high-content, MEF GFP-LC3. MEF GFP-LC3 puncta imaging; test concentration mostly 10 µM. calls only at 10 µM (by protocol). hit rate 0.98% among 190,000;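 active = percentage of spot-positive cells more than 3 SD above its plate mean, without a fluorescence outlier flag or 80% toxicity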;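 note: spot-positive cell cutoff set from DMSO-treated cells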
PMI inhibition = human PMI inhibitors, high substrate, primary screen, biochemical, fluorescence intensity, high mannose 6-phosphate (AID 1220) | Mannose-6-phosphate isomerase (Homo sapiens) | recombinant PMI enzyme, coupled fluorescence intensity; higher % means a stronger effect | one-dose inhibition, % at 20 µM; IC50 in µM for titrated hits | hit rate 0.66% among 190,000
bCat nuc transl = modulators of beta-catenin nuclear translocation, primary screen, imaging, HeLa cells, immunofluorescence, high-content; nuclear translocation activity, % at 5 µM; hit rate 0.3% among 190,000;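 active = nuclear translocation activity above 50% at 5 µM, with a well cell count of 50 or more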;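 note: per-cell ratio of nuclear to cytoplasmic median beta-catenin stain intensity; plate controls were DMSO negative control for no effect and GSK-3 inhibitor IX positive control for full effect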
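System: Human HeLa cells, endogenous beta-catenin | Compound dosing: 5 µM primary, 0.02–20 µM confirmation | Timing: 24 h compound exposure at 37°C, 5% CO2 | Measured by: Fluorescence imaging of beta-catenin antibody stain plus DAPI | Read-out basis: % activation of per-cell nuclear versus cytoplasmic median beta-catenin signal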
TNAP activators = human TNAP enzyme activators, primary screen, biochemical, luminescent, no phosphate acceptor, uHTS (AID 1001); Alkaline phosphatase, tissue-nonspecific isozyme (Homo sapiens); hit rate 0.03% among 200,000; activation fold at 20 µM; hits with a dose series show EC50 in µM; purified TNAP, luminescent activation assay, no phosphate acceptor; higher activation fold means a stronger effect; in the data active = activation fold from about 3, or a potency from the dose series; inactive = the rest, 99 in 100 with activation fold below about 1.6; note: many of its hits are not listed in these tables
T cell HTS = modulators of CD8 T cell-vesicle binding, primary screen, mouse 2C CD8+ T cells, flow cytometry; 2C CD8+ T cell-vesicle binding; active compounds read low; calls only at 7 µM; hit rate 0.068% among 330,000;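 active = response, share of CD8 T cells binding vesicles, and their 90th percentile fluorescence all below set limits, cut at about 80% in these data, passing the limit was not always enough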
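Read-out – percent CD8+ FL2 mean versus row control · System – murine 2C transgenic CD8+ T lymphocytes · Times – 1.5 h cell–vesicle binding at 37 °C, then 20 min icy labelling · Control set – naked vesicles low, QL9 vesicles with vehicle high · Detection – cytometric PE anti-B7-1 and Alexa647 anti-CD8 signals after 1% paraformaldehyde fixation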
Ins promoter up cell count = further read-out of Ins promoter up, marked with its call; cell count; measured here: cytotoxicity, nuclei count;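 total cells summed across four imaged fields per well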
Lipid droplet cells 6.5 µM = recorded beside Lipid droplet, whose call it bears; cell count; measured here: cell count, cytotoxicity flag;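 cells counted across two imaged fields per well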
bCat nuc transl cell count 5 µM = second read-out of bCat nuc transl, no call of its own (marks repeat the call); cell count; measured here: cell count, cytotoxicity flag
T cell HTS vesicle-bound % = also measured in T cell HTS; calls as there; double positive events, %; measured here: CD8+ vesicle-bound cell fraction;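 binding gate set so that unloaded-vesicle control wells show 10% double positive cells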
MT stabilizer Hoechst-high % = second read-out of MT stabilizer, no call of its own (marks repeat the call); % Hoechst-high responders; measured here: nuclear condensation Hoechst responders;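 share of cells brighter than vehicle mean plus two SD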
MT stabilizer cytotoxicity % = also measured in MT stabilizer; calls as there; toxicity, %; measured here: cytotoxicity by cell density;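 0% = mean cell density of plate MIN control wells and 100% = no cells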
Autophagy HCS cell loss 18 h = further read-out of Autophagy HCS, marked with its call; toxicity, %; measured here: cell loss, nuclei count;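 cell loss after 18 h compound exposure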
* marks the source's active call; other numbers are inactive results; i = inactive; · = no result given; + = active, no number. Cut-off read from the data, not from the text of the source, unless noted: active = inhibition above about 50%; inactive = the rest.

SMILES	Lipid droplet	Lipid droplet cells 6.5 µM	Ins promoter up	Ins promoter up cell count	MT stabilizer	MT stabilizer Hoechst-high %	MT stabilizer cytotoxicity %	PMI inhibitors	Autophagy HCS	Autophagy HCS cell loss 18 h	PMI inhibition	bCat nuc transl	bCat nuc transl cell count 5 µM	TNAP activators	T cell HTS	T cell HTS vesicle-bound %
COc1ccc(-n2c(Cn3nc(C(F)(F)F)cc3C)n[nH]c2=S)cc1	-3	620	-0.21	1309	4.9	2.9	9.1	-7%	i	0	-3%	-6.0	536	0.9	i	26
CC(C)OC(=O)CSc1nnc(-c2cnccn2)n1-c1ccccc1	2	771	0.27	1082	15	36	96	-5%	i	-3	-10%	-1.9	1230	1.1	i	21
CC(C)=C1C2CCC1C1C(=O)N(c3nccs3)C(=O)C21 (stereo not given)	16	719	0.33	1376	3.5	3.5	4.5	-3%	i	0	-3%	-2.2	976	1.2	i	40
CN(C)CCCOC(=O)Cc1ccc(Cl)cc1	·	·	1.3	1201	0.9	2.0	11	2%	i	-1	-4%	-7.3	995	1	i	21
Cn1c2ccccc2c(=O)c2c(=O)n(-c3ccccc3)c(C3CCCCC3)nc21	-16	648	-0.31	1077	2.8	2.5	12	-6%	i	0	-6%	1.9	502	1	i	49
Cc1ccc(-n2nnnc2SC(C)C(N)=O)c(C)c1 (stereo not given)	·	·	0.01	1046	4.2	1.8	6.5	-6%	i	12	0%	0.1	1173	1.2	i	37
C/C(=N\NC(=O)c1ccccc1)c1cccc(Br)c1	12	670	-0.27	1250	6.0	1.0	3.9	-10%	i	5	-3%	0.6	1165	1.2	i	61
COc1cc2cc(C(c3nnnn3C(C)(C)C)N3CCC(C)CC3)c(=O)[nH]c2cc1OC (stereo not given)	-3	807	-0.71	837	2.0	1.3	4.3	8%	i	1	4%	-1.2	1205	1	i	37
Nc1c(C(=O)NCC2CCCO2)sc2nc3c(c(-c4ccco4)c12)CC/C3=C\c1ccco1 (stereo not given)	31	727	0.94	1038	2.0	3.1	12	-18%	i	-6	-1%	2.9	469	0.8	·	·
Fc1ccc(C(c2nnnn2C2CCCC2)N2CCc3ccccc32)cc1 (stereo not given)	·	·	0.13	1652	1.9	1.2	9.2	-1%	i	6	-2%	0.3	1321	1.1	i	25
CCOC(=O)/C(C#N)=c1/s/c(=C2\C=Cc3ccccc3N2CC)c(=O)n1CC	·	·	-0.04	1507	5.8	1.6	8.5	-9%	i	4	-2%	-2.3	1340	0.7	i	53
CCOC(=O)C1=C(C)NC(SCC(=O)OC)=C(C#N)C1c1ccc(C(=O)OC)cc1 (stereo not given)	·	·	0.9	1035	2.2	2.3	8.4	-9%	i	4	-8%	0.5	1193	1.1	i	30
CCCOc1ccccc1C(=O)N(Cc1ccco1)C1CCS(=O)(=O)C1 (stereo not given)	·	·	-0.25	1520	8.6	2.0	5.9	-4%	i	14	-2%	-1.9	925	1.1	i	23
O=C(Nc1ccccc1)N1CCCN(Cc2c(F)cccc2Cl)CC1	4	691	0.04	1461	·	·	·	·	·	·	·	-0.9	1073	·	i	28
CCCNC(=O)CN(C)S(=O)(=O)c1ccc(F)cc1	4	701	0.43	1121	2.0	2.4	6.2	-12%	i	-3	-9%	-1.5	952	1	i	43
COc1ccc(N2CCN(c3ccc([N+](=O)[O-])nc3)CC2)cc1	20	713	·	·	2.6	2.6	8.7	-8%	i	4	1%	-0.2	1102	1.1	i	14
CC(=O)C1C(=O)CC(C)(O)C(C(C)=O)C1c1ccccc1 (stereo not given)	-4	755	0.87	1258	5.7	1.4	4.9	6%	i	-23	4%	-1.6	1079	1.1	i	44
COc1ccc(C2NC(C(=O)O)Cc3c2[nH]c2ccccc32)cc1OC (stereo not given)	10	789	1.5	804	0.5	0.9	2.8	1%	i	-3	-13%	-7.9	1040	1.1	i	60
COc1ccc(C2/C(=C(/O)c3ccccc3)C(=O)C(=O)N2C)cc1 (stereo not given)	-3	667	-0.58	1251	2.2	1.1	25	3%	i	-2	-5%	-1.1	1087	1.1	i	38
CC(=O)N1c2ccc([N+](=O)[O-])cc2NC(=O)CC1C (stereo not given)	-2	684	-0.29	1348	3.2	2.8	0.1	2%	i	5	-11%	-1.7	1057	0.9	i	54
Cn1c(NC(=O)c2ccccc2Br)cc(=O)n(C)c1=O	-14	688	0.6	1911	2.0	2.7	14	14%	i	8	16%	-1.6	1078	1.1	i	51
CCc1ccc(NCc2nc(-c3ccccc3)no2)cc1	-12	697	0.21	1229	5.0	3.8	15	12%	i	-16	11%	·	·	1	i	7
CC(C)CNC(=S)NNC(=O)c1ccc(OC(F)F)cc1	·	·	-0.15	1506	1.7	2.3	8.9	-19%	i	-5	-8%	-1.9	988	1.2	i	60
O=C(NCCCN1CCOCC1)c1cccs1	-5	707	·	·	2.2	2.1	4.6	10%	i	-4	15%	·	·	1	i	49
CCCn1nnc(NC(=O)c2cccnc2Cl)n1	-12	741	0.59	1165	2.3	1.5	0.2	4%	i	-9	1%	-1.3	1194	1.1	i	54
Cc1cc(C)n(C(=O)COc2ccccc2C)n1	10	671	0.16	1160	3.8	1.5	1.3	3%	i	-5	0%	2.1	1160	1.1	i	40
C=CCCN(C1CCCC1)S(=O)(=O)c1ccccc1Br	-31	674	0.95	614	·	·	·	·	·	·	·	0.6	1116	·	i	21
CC1CCCCC1NC(=O)CN(C)S(=O)(=O)c1cccc2cccnc12 (stereo not given)	0	693	-0.25	1106	·	·	·	·	·	·	·	0.7	1330	·	i	15
COc1cc(CNc2ccc(S(N)(=O)=O)cc2)ccc1OCC(=O)NC1CCCCC1	1	674	0.38	1622	3.7	1.2	0.3	5%	i	5	0%	-0.3	1064	1.1	i	50
Clc1ccc(-c2nnc3n2CCCC3)cc1Cl	·	·	-0.15	1580	1.9	0.9	11	4%	i	-1	-4%	-0.8	1357	1.1	i	40
Cc1occc1C(=O)NC1CCCCCCC1	2	593	0.12	1276	3.2	2.6	3.1	3%	i	4	10%	3.5	463	1.1	i	46
COc1cc2c(cc1OC)C(c1ccccc1)N(C(=O)CCl)CC2 (stereo not given)	·	·	0.17	1239	2.2	1.0	7.4	-7%	i	0	4%	-1.8	1290	1	i	63
Cc1ccc(-c2cc(C(=O)OCC(=O)N(C)C3CCS(=O)(=O)C3)c3ccccc3n2)c(C)c1 (stereo not given)	3	724	0.04	1254	3.8	2.7	9.0	-14%	i	14	1%	-1.5	1018	1.1	i	22
CCOC(=O)c1sc(=S)n(-c2ccc(Cl)cc2)c1SC	·	·	·	·	1.7	1.4	3.2	8%	i	-3	2%	·	·	1.1	i	22
Cc1ccc(NC2=NCC(=O)N2C2CCCC2)c(C)c1	12	757	·	·	4.3	2.8	6.8	-6%	i	-12	-7%	0.6	925	1.1	i	37
COc1ccccc1C(=O)N=C1NC(=O)CC2C(=O)NCCN12 (stereo not given)	2	663	0.45	1380	1.7	0.8	4.2	1%	i	-15	11%	-3.0	1018	1.1	i	44
Cc1ccsc1/C=N/NC(=S)NCCc1ccccc1	7	700	0.2	1273	3.9	2.3	8.6	13%	i	-19	15%	-1.0	1124	1.4	i	19
Oc1ccc(N=Nc2cccc(C(F)(F)F)c2)cc1C=Nc1ccc(N2CCOCC2)cc1	58*	537*	0.34	1048	4.6	1.3	5.5	23%	i	24	34%	-1.0	944	0.9	+	12*
COc1ccc2c(c1)CCc1cnc(N)nc1-2	11	759	-0.75	1524	6.4	3.1	9.8	32%	i	-26	60%*	0.4	927	1.1	i	41
CC1CCN(C(=O)CN(c2ccc3c(c2)OCO3)S(C)(=O)=O)CC1	12	725	-1.1	1302	2.4	2.5	4.8	2%	i	2	-1%	1.8	1214	1.1	i	22
O=C(Nc1nc2ccccc2s1)c1ccc2c(c1)OCO2	-4	652	-0.44	1221	1.9	3.5	6.5	0%	i	4	-9%	3.1	1080	0.9	i	46
Cn1cc(CN2CCN(Cc3ccccc3)C(CCO)C2)c(-c2ccccc2)n1 (stereo not given)	-5	640	·	·	1.2	1.4	5.6	-4%	i	8	4%	-2.0	1063	1.1	i	32
COc1cc(C(=O)NC(=S)Nc2nccs2)cc(OC)c1OC	-18	676	-0.51	1067	0.1	2.1	8.8	5%	i	-2	2%	1.7	1125	0.8	i	47
COc1cc(CCc2ccc3c(c2)OCO3)oc(=O)c1	19	743	-0.02	1053	·	·	·	·	·	·	·	-1.7	1143	·	i	27

Rewritten as labelled records: entries from further up.
CC(C)OC(=O)CSc1nnc(-c2cnccn2)n1-c1ccccc1
  Lipid droplet = 2	Lipid droplet cells 6.5 µM = 771	Ins promoter up = 0.27	Ins promoter up cell count = 1082	MT stabilizer = 15	MT stabilizer Hoechst-high % = 36	MT stabilizer cytotoxicity % = 96	PMI inhibitors = -5%	Autophagy HCS = i	Autophagy HCS cell loss 18 h = -3	PMI inhibition = -10%	bCat nuc transl = -1.9	bCat nuc transl cell count 5 µM = 1230	TNAP activators = 1.1	T cell HTS = i	T cell HTS vesicle-bound % = 21
CC(C)=C1C2CCC1C1C(=O)N(c3nccs3)C(=O)C21 (stereo not given)
  Lipid droplet = 16	Lipid droplet cells 6.5 µM = 719	Ins promoter up = 0.33	Ins promoter up cell count = 1376	MT stabilizer = 3.5	MT stabilizer Hoechst-high % = 3.5	MT stabilizer cytotoxicity % = 4.5	PMI inhibitors = -3%	Autophagy HCS = i	Autophagy HCS cell loss 18 h = 0	PMI inhibition = -3%	bCat nuc transl = -2.2	bCat nuc transl cell count 5 µM = 976	TNAP activators = 1.2	T cell HTS = i	T cell HTS vesicle-bound % = 40
